FBW7 activator: FBW7 E3 ligase activators, primary screen, biochemical, AlphaScreen, human | F-box/WD repeat-containing protein 7 (Homo sapiens), Q969H0 | AlphaScreen FBW7–phospho-cyclin E peptide binding, activator screen | normalized activity (activation), % at 26.1 µM | 650,000 compounds, 0.13% hits | AID 1259310, 2017; in the data active = normalized activity above about 1.9%;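 also: purified mutant Fbw7 with reduced substrate affinity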
TEAD-YAP block: TEAD-YAP interaction inhibition, primary screen, TEAD-YAP interaction inhibitor project, luminescence, HEK-TIYL cells | AID 1259422, 2018 | TEAD-Gal4/YAP UAS-luciferase luminescence | inhibition, % at 9.12 µM | 640,000 compounds, 1.4% hits; in the data active = inhibition above about 32%;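 also: 0% = median of test compound wells and 100% = reference inhibitor wells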
GPR151 ag: activators of human GPR151, primary screen, cell-based, PathHunter beta-arrestin, luminescence; PathHunter beta-arrestin GPR151 cells; activation, % at 11.2 µM; G-protein coupled receptor 151 (Homo sapiens), Q8TDV0; AID 1508602, 2020; 650,000 compounds, 1% hits; in the data active = activation above about 4.9%;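 also: 0% = median of compound wells and 100% = cells with positive control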
Target sequence (Q8TDV0 whole entry, looked up): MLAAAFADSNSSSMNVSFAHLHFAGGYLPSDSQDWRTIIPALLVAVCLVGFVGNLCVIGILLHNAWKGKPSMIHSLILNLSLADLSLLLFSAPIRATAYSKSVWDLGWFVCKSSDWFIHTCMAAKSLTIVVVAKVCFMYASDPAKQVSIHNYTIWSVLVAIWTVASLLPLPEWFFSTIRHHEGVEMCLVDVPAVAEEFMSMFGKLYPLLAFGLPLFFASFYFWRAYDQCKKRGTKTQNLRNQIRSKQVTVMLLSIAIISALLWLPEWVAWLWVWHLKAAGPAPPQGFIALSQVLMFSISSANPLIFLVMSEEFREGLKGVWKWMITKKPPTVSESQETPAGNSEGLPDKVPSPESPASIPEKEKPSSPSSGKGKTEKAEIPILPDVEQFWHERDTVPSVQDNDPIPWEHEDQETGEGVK
MITF inh: MITF inhibitors, primary screen, biochemical, AlphaScreen, human | Microphthalmia-associated transcription factor (Homo sapiens), O75030 | AlphaScreen MITF homodimerization, bead proximity signal | inhibition, % at 2.6 µM | 650,000 compounds, 0.91% hits; in the data active = inhibition above about 50%;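 also: 0% = vehicle wells with protein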
Target sequence (O75030 whole entry, looked up): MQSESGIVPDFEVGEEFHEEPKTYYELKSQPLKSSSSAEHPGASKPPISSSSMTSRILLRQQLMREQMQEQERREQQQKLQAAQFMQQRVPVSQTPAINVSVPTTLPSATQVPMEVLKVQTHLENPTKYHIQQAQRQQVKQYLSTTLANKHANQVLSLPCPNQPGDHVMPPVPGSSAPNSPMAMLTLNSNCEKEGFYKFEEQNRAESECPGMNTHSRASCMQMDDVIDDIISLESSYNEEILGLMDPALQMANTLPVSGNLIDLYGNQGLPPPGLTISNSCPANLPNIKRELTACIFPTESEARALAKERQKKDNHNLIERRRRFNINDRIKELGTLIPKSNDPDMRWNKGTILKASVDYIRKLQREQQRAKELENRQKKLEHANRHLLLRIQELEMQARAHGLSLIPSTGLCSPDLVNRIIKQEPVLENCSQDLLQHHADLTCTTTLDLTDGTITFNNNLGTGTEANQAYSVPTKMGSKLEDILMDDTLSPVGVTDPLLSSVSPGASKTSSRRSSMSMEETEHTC
* hit, by the source's call; & = joins results of further samples.

SMILES	FBW7 activator	TEAD-YAP block	GPR151 ag	MITF inh
COc1cc(C=C2C(=O)OC(C)(C)OC2=O)ccc1OCC(=O)Nc1ccccc1	-0.2	-45.8	-0.4	7.3
CN(C)Cc1c(O)ccc2c(=O)c(Oc3ccc4ccccc4c3)c(C(F)(F)F)oc12	-0.1	1.4	-0.7	9.6
O=c1c2sccc2nc(SCc2ccc(F)cc2Cl)n1C1CCCCC1	-0.5	5.2	-0.4	-7.8
COc1ccc(-c2nc3cc(C)c(C)cc3nc2-c2ccc(OC)cc2)cc1	0.1	3.3	-1.5	8.8
Cc1[nH]c2c(NS(=O)(=O)c3ccc4oc(=O)ccc4c3)cccc2c1C	-0.2	-3.8	0.1	3.0
O=CN1CCCN(C(=O)CC2C(=O)NCCN2Cc2ccc(-c3ccccc3)cc2)CC1 (centres undefined)	0.2	-3.7	-1.2	26.6
Cc1ccc(NC(=O)N[C@H]2C[C@H]3C(=O)N[C@@H](Cc4ccccc4)C(=O)N3C2)cc1C	-0.1	-6.7	-0.7	14.1
O=C1CC(C(=O)NCC2Cc3cccc(-c4cnccn4)c3O2)c2ccccc21 (centres undefined)	0.0	7.0	-0.9	1.9
O=C(NCc1ccco1)c1ccc2c(c1)NC(=O)C(CSCc1c(F)cccc1Cl)N2 (centres undefined)	0.3	0.7	-0.2	-8.9
NC(=O)c1nsc(C(=O)N(CC(=O)NCc2ccccc2)c2ccc(F)cc2)c1N	0.1	-3.6	0.4	7.2
Cc1cc(C=C(C#N)C#N)c(C)n1-c1ccc(F)cc1	0.1	-0.3	1.8	5.9
COc1cccc(NC(=O)C2CCCN2S(=O)(=O)c2cccc3cccnc23)c1 (centres undefined)	0.2	-21.1	7.3*	5.0
CS(=O)(=O)N(CC(=O)NCC1CCCO1)Cc1ccc(Cl)cc1 (centres undefined)	0.3	14.0	-0.3	11.9
Fc1ccccc1CNCCCN1CCOCC1	-0.1	5.0	0.0	-4.6
Cc1ccc(C)c(N(CC(=O)NCCSCc2ccco2)S(C)(=O)=O)c1	-0.1	4.8	-0.6	-9.7
CN(C)CCOC(c1ccc(Cl)cc1)c1ccccn1 (centres undefined)	0.1&-0.1&0.3	-0.4	-1.7&0.1&-1.4	14.8&-15.9&16.8
O=c1c2ccccc2nc(-c2ccc(Cl)cc2)n1CCCOc1ccc(F)cc1	-0.2	-1.9	0.6	-4.8
CCCCC(CC)CNC(CC(=O)Nc1ccc(Cl)cc1)C(=O)O (centres undefined)	0.0	1.9	1.3	-8.7
COc1ccc(C)cc1-n1cnc2cc(C(=O)NC3CCCCCC3)ccc21	-0.1	-7.3	0.5	-7.7
CC(C)OCCCN1C(=O)C2C(C(=O)Nc3ccc(Br)cc3)C3C=CC2(O3)C1C(=O)NC1CCCCC1 (centres undefined)	0.1	-1.3	0.1	4.2
COc1ccc(N(CC(=O)Nc2cccc(C(C)=O)c2)S(C)(=O)=O)cc1Cl	0.1	4.2	2.3	14.4
CCOc1ccc(NC(=O)CC2C(=O)N(c3ccc(Cl)cc3)C(=S)N2CCCN2CCC(C)CC2)cc1 (centres undefined)	0.0	-15.7	-1.9	2.0
O=c1[nH]c2ccc(NC(=S)Nc3ccc(F)cc3)cc2[nH]1	0.3	6.1	-1.0	11.9
O=C(CSc1nc2ccccc2[nH]1)Nc1ccc2c(c1)OCO2	-0.3	-7.9	1.6	-1.5
Cc1cc2oc(=O)cc(COC(=O)CSCc3c(C)noc3C)c2cc1Cl	0.2	-12.2	0.1	-11.6

Filtered by structure, the compounds so far containing a furan ring, fused or not (2)
SMILES	FBW7 activator	TEAD-YAP block	GPR151 ag	MITF inh
O=C(NCc1ccco1)c1ccc2c(c1)NC(=O)C(CSCc1c(F)cccc1Cl)N2 (centres undefined)	0.3	0.7	-0.2	-8.9
Cc1ccc(C)c(N(CC(=O)NCCSCc2ccco2)S(C)(=O)=O)c1	-0.1	4.8	-0.6	-9.7

Further structures
SMILES	FBW7 activator	TEAD-YAP block	GPR151 ag	MITF inh
Cc1cc(C)cc(N(CC(=O)N2CCCC(C)C2)S(=O)(=O)c2c(C)noc2C)c1 (centres undefined)	0.1	0.8	-0.3	9.3
CSc1ccc(/C=N/NC(=O)c2nnn(-c3nonc3N)c2-c2ccccc2)cc1	0.8	-1.4	3.9	16.1
COc1ccc(NC(=S)N(Cc2ccc(C)cc2)Cc2cccnc2)cc1Cl	0.0	-2.5	1.1	6.0
CCCNC(=O)c1ccc2nc(Nc3nccc4ccccc34)sc2c1	0.1	-31.9	0.7	-6.2
COCc1ccc(CN2CCc3nnc(CCNC(=O)c4ccc(OC)cc4)n3CC2)o1	0.6	9.1	-0.3	14.1
COCCn1c2c(c(=O)[nH]c1=O)C(c1ccc(C(=O)O)cc1)C1=C(N2)c2ccccc2C1=O (centres undefined)	-0.1	6.1	-0.7	-0.1
CS(=O)(=O)N(CC(=O)Nc1c(F)cccc1F)c1cccc(Br)c1	0.0	8.6	-0.4	10.1
O=C(Nc1ccccc1Br)C1CC(=O)N(c2ccc(Cl)c(Cl)c2)C1 (centres undefined)	0.1	3.2	0.0	2.3
O=C(Nc1ccccc1C(=O)O)c1ccc(S(=O)(=O)N2CCCCC2)cc1	0.1	-0.8	-1.6	11.8
COc1ccc(NC(=O)c2cnn3c2NC(c2ccc(C)cc2)CC3C(F)(F)F)cc1OC (centres undefined)	0.2	17.1	0.8	4.1
Cc1cc(C)c2c(NS(=O)(=O)c3ccc(Cl)cc3)n[nH]c2n1	-0.1	-2.2	-0.3	2.5
CCCOc1ccccc1C1C(C(=O)OCc2ccccc2)=C(C)NC2=C1C(=O)CC(c1ccccc1)C2 (centres undefined)	0.0	1.6	-0.5	-5.1
O=C1N[C@H](Cc2ccc(O)cc2)C(=O)N2CCN(Cc3ccc(Cl)s3)C[C@H]12	0.0	-4.0	-0.5	3.1
O=C(CCn1c(SCc2cccc(F)c2)nc2ccccc2c1=O)NCCc1ccccc1	-0.1	4.1	0.6	7.4
CC1(C)OC2OC(C(=O)N3CCCCC3c3cccnc3)C3OC(C)(C)OC3C2O1 (centres undefined)	0.0	4.6	0.9	-5.8
O=C(CCCOc1ccccc1)Nc1nncs1	0.3	1.1	-0.3	4.4
O=C(Nc1c2c(nn1-c1ccc([N+](=O)[O-])cc1)CSC2)c1ccc(Cl)cc1	0.1	-2.9	0.5	7.2
O=C(Nc1ccc2nn(-c3ccc(Cl)cc3)nc2c1)c1ccncc1	-0.2	-4.9	0.6	2.4
O=S(=O)(NC1CCCCC1)c1cccc(S(=O)(=O)c2ccccc2)c1	0.6	11.7	-1.3	6.8
Cc1ncn(-c2ccc(Nc3nccc(-c4ccc(S(C)(=O)=O)c(N5CCCC(O)C5)c4)n3)cc2)n1 (centres undefined)	0.0	2.2	0.4	5.9
CCN(CC)CCCNC(=O)Cn1nc(-c2ccccc2)ccc1=O	0.1	6.2	0.4	-1.0
CN(C)S(=O)(=O)N1CCC(CO)(Cc2cccc(C(F)(F)F)c2)CC1	0.4	-0.4	-0.4	4.1
COc1ccc2[nH]c(C)c(CCNS(=O)(=O)c3c(C)[nH]c(=O)[nH]c3=O)c2c1	0.4	-1.5	1.4	-0.6
COc1cnc(-c2cccnc2)nc1-c1ccc(C(F)(F)F)cc1	0.0	-0.3	-0.8	4.2
COC(=O)c1cccc(NC(=O)c2cc3ccccc3o2)c1	0.3	-38.8	-0.3	-3.7
SMILES	FBW7 activator	TEAD-YAP block	GPR151 ag	MITF inh
COc1cc(SC)ccc1C(=O)OCC(=O)C(C)(C)C	-0.1	0.7	1.9	-6.8
CC1=C(C(=O)Nc2cccc(F)c2)C(c2ccc(N(C)C)cc2)C2=C(CCCC2=O)N1 (centres undefined)	-0.1	5.9	-1.3	-3.3
COc1ccc(-c2c(C)nn3c(N4CCN(C)CC4)c(C)c(C)nc23)cc1	0.0	9.3	1.0	4.4
Cc1ccc(-c2nc3nc(C)c(C)c(=O)n3[nH]2)cc1	-0.1	-22.9	0.8	-14.9
COc1cc(=O)n2c(c1C(=O)N(C)C(C)c1ccco1)CCN(Cc1ccccn1)CC2 (centres undefined)	-0.5	-10.3	-1.2	-1.2
CCCCc1ccc(-c2nnc(N)s2)cc1	0.1	-27.9	-0.6	-4.0
O=C(CN1C(=O)CCC1=O)NC12CC3CC(CC(C3)C1)C2	0.4	6.3	-1.5	7.2
CCc1ccccc1NC(=O)c1c(NC(=O)c2cccs2)sc2c1CCCCC2	0.0	-5.5	0.2	7.8
O=C(CN1N=C(c2ccccc2)Cn2c(cc3ccccc32)C1=O)NCCc1cnc[nH]1	-0.1	-7.5	-0.1	16.2
Cc1ccnc(NC(=O)NCCCSc2ccc(F)cc2)n1	0.4	0.3	2.2	6.6
Cc1ccc(OCC(=O)Nc2ccc(F)c([N+](=O)[O-])c2)cc1C	-0.2	12.8	0.5	-8.1
N#C/C(=C\c1ccc(Cl)cc1)C(=O)Nc1cc([N+](=O)[O-])ccc1F	0.4	-8.2	-1.1	4.0
O=S(=O)(c1ccc(N=Nc2ccc(O)c3ccccc23)cc1)N1CCOCC1	-0.5	2.2	-1.4	42.2
Cc1c(C(=O)Nc2ccc(Cl)cn2)sc2ncnc(N3CCN(c4ccccc4F)CC3)c12	-0.3	2.0	-0.9	10.2
Brc1ccc(-c2[nH]c(C3CC=CCC3)nc2-c2ccccc2)cc1 (centres undefined)	0.4	0.2	0.9	17.6
OC(c1cccnc1)c1ccc2c(c1)CN(Cc1c(F)cccc1F)CCO2 (centres undefined)	0.1	-1.3	1.1	-4.4
COCCN1CCCc2ccc(NC(=O)c3cc(C)cc(C)c3)cc21	-0.2	0.2	0.1	3.2
Cc1ccc2cccc(OCC(=O)N3CCc4ccccc43)c2n1	0.1	-1.0	-1.3	-11.8
Cc1ccc2cccc(OC(=O)c3ccc(C(C)(C)C)cc3)c2n1	0.3	-7.4	-2.1	-4.3
O=C(N/N=C/c1cccc([N+](=O)[O-])c1)c1cccc(F)c1	0.1	-27.9	-0.4	9.9
Cc1cc(/C=C2/SC(=S)NC2=O)c(C)n1-c1ccc(N2CCOCC2)cc1	0.6	-0.7	0.1	16.6
CCC(C(=O)Nc1cc(-c2cn3nc(OC)ccc3n2)ccc1C)c1ccccc1 (centres undefined)	0.0	1.4	-1.6	0.2
CN(c1ccccc1C(=O)O)S(=O)(=O)c1ccc(Cl)cc1	0.0	0.9	-0.1	-7.2
Cc1ccc(-n2cc(-c3ccccc3)c3c(NCCOCCO)ncnc32)cc1Cl	-0.1	-8.8	-1.2	-3.3
Cc1cccc(Oc2c(C(F)(F)F)oc3cc(OC(C)C(=O)OC(C)C)ccc3c2=O)c1 (centres undefined)	-0.1	7.6	-0.7	-0.9

Entries of single compounds, quoted from the list:
`O=C(N/N=C/c1cccc([N+](=O)[O-])c1)c1cccc(F)c1` across the screens: FBW7 activator = 0.1; TEAD-YAP block = -27.9; GPR151 ag = -0.4; MITF inh = 9.9
`O=C(NCc1ccco1)c1ccc2c(c1)NC(=O)C(CSCc1c(F)cccc1Cl)N2` (centres undefined) across the screens: FBW7 activator = 0.3; TEAD-YAP block = 0.7; GPR151 ag = -0.2; MITF inh = -8.9
`COCCn1c2c(c(=O)[nH]c1=O)C(c1ccc(C(=O)O)cc1)C1=C(N2)c2ccccc2C1=O` (centres undefined) across the screens: FBW7 activator = -0.1; TEAD-YAP block = 6.1; GPR151 ag = -0.7; MITF inh = -0.1

(listing goes on)
SMILES	FBW7 activator	TEAD-YAP block	GPR151 ag	MITF inh
CCCCOc1ccc(C(C)(C#N)CC#N)cc1 (centres undefined)	0.0	-16.3	2.3	6.8
CC(=O)NCC(=O)N1CCC(C(Cc2ccccc2)N(C)Cc2cccnc2)CC1 (centres undefined)	-0.1	1.7	0.5	-1.7
O=C(O)C(=Cc1ccc(-c2ccc([N+](=O)[O-])cc2)o1)C(=O)O	0.0	1.8	-0.7	12.0
CN1CCc2c(OCc3ccc(Cl)cc3)cccc2C1=O	0.1	7.8	0.7	-3.9
CCOc1cc(C2NC(=S)NC(C)=C2C(=O)NC)ccc1O (centres undefined)	0.0	0.5	-0.2	13.5
CCOC(=O)C1=C(c2ccccc2)N=c2s/c(=C\c3ccc(-c4ccc(C(=O)O)cc4)o3)c(=O)n2C1c1cc(C(C)C)c(OC)cc1C (centres undefined)	-0.2	-0.1	1.7	15.9
COC(=O)c1ccccc1NC(=O)CN1C(=O)CC(C)(C)S(=O)(=O)c2ccccc21	-0.1	3.3	-0.2	0.5
COc1cccc(/C=C2\C(=O)NC(=O)N(c3ccc(F)cc3)C2=O)c1OC(C)C	-0.2	13.4	-0.1	6.4
CC(C)(C)C1CCc2c(sc3nc(SCCc4ccccc4)n(C4CCCCC4)c(=O)c23)C1 (centres undefined)	0.1	5.5	0.9	9.2
Cc1cnc(-c2ccc(C(=O)N3CCN(C)CC3)cc2)nc1NCc1ccccc1	0.0	9.8	1.7	-8.0
CC1CC(C)CN(S(=O)(=O)c2ccc(F)c(C(=O)Nc3ccc(C(C)C)cc3)c2)C1 (centres undefined)	-0.1	-9.1	0.9	-7.7
COc1ccc(C2CC(=O)C3=C(C2)NC(=O)CC3c2ccc(O)cc2)cc1OC (centres undefined)	0.0	-1.7	-0.2	20.4
